D1 ag – Allosteric Agonists of the Human D1 Dopamine Receptor: qHTS | D(1A) dopamine receptor (Homo sapiens), P21728 | HEK293 T-REx D1 cells, calcium flux, agonist mode | activation, % at 2 µM | hit rate 1% among 360,000 | AID 504660, 2011; in the data active means activation above about 30%; further: 0% is about no effect
Target sequence (P21728 whole entry, looked up): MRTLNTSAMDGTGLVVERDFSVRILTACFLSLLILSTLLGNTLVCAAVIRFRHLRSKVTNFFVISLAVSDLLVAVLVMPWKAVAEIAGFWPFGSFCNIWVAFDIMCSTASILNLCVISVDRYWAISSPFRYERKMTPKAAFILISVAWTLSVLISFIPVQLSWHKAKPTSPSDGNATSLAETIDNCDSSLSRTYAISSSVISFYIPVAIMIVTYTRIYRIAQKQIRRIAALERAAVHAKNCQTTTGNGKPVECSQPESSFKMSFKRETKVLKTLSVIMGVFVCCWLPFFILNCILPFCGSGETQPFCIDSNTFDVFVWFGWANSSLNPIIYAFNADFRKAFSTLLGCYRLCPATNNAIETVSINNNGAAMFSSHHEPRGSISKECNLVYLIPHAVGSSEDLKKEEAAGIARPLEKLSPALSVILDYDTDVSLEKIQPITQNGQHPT
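Inducible HEK293 T-REx D1 cells, force-coupled to calcium signalling, were plated at 4000 cells/well with tetracycline and held overnight at 30 C. After no-wash calcium dye loading, compound-evoked calcium rise over 180 s flagged agonists.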
Vif-A3G inh – qHTS for Inhibitors of Vif-A3G Interactions: qHTS | DNA dC->dU-editing enzyme APOBEC-3G (Homo sapiens), Q9HC16 | HeLa A3G-eYFP + Vif (tagged APOBEC3G with the HIV-1 protein that degrades it), YFP fluorescence, overnight | Potency, µM (top dose mostly 46.1 µM), inactives show at the highest dose activity, negative = active, actives largely listed as inhibitors | hit rate 0.076% among 410,000;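 further: potency means the concentration at half of the fitted maximal effect; on the % scale 0 is the no-effect control and ±100 the full control effect; nearly all actives have a fitted effect of over 60% in size; hits raise eYFP signal because A3G escapes Vif-driven loss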
Target sequence (Q9HC16 whole entry, looked up): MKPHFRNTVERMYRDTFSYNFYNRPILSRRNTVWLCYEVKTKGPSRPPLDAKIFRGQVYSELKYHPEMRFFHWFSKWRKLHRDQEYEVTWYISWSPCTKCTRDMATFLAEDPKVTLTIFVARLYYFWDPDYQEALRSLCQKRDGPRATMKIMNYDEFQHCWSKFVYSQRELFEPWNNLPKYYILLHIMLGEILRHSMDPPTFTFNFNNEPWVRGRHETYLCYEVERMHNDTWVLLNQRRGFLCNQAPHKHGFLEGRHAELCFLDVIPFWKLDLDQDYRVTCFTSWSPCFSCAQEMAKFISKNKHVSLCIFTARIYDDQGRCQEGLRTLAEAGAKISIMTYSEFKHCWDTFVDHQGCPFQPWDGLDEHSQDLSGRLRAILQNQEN
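HeLa cells stably expressing Vif and C-terminally eYFP-tagged A3G, seeded overnight at 37 deg C, then exposed to compound by pintool overnight at 37 deg C. Rise in yellow fluorescence (Ex 488/Em 500-530, Acumen) marks blocked Vif-driven A3G degradation.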
RXFP1 agonist – qHTS Assay for Agonists of the Relaxin Receptor RXFP1 | Relaxin receptor 1 (Homo sapiens), Q9HBX9 | HEK293T-RXFP1 cAMP TR-FRET, 30 min; response scale: percent of porcine relaxin response, buffer zero | Potency, µM (doses to about 57.5 µM), for the others: at the top dose activation, usual class: activators | hit rate 0.3% among 370,000; further: potency means the concentration at half of the fitted maximal effect; on the % scale 0 is the no-effect control and ±100 the full control effect; nearly all actives have a fitted effect of over 60% in size; many of its hits are not listed in these tables
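HEK293T cells stably expressing RXFP1 were pretreated with the PDE4 inhibitor Ro 20174, exposed to compounds for 30 min at 37C, lysed, and cAMP was read by TR-FRET. Data normalized to buffer (basal) and 29 nM porcine relaxin (100%).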
Vif-A3F inh – qHTS for Inhibitors of Vif-A3F Interactions: qHTS. HeLa A3F-eYFP + Vif (tagged APOBEC3F with the HIV-1 protein that degrades it), YFP fluorescence increase. Potency, µM (highest dose often 46.1 µM), for the others: at the top dose activity, negative = active. hit rate 0.2% among 390,000; further: potency means the concentration at half of the fitted maximal effect; % of control where 0% means no effect; nearly all actives have a fitted effect of over 65% in size
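Fluorescence increase (Ex 488/Em 500-530) after overnight compound treatment at 37 deg C flags inhibition of Vif-driven A3F-eYFP loss in stable HeLa A3F-eYFP/Vif cells seeded overnight beforehand.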
D1 potentiator – Potentiators of Human D1 Dopamine Receptor: qHTS | D(1A) dopamine receptor (Homo sapiens), P21728 | HEK293 TREx D1 cells, calcium flux, dopamine EC20 potentiation | potentiation, % at 10 µM | hit rate 0.036% among 360,000; in the data active means potentiation above about 30%; further: 0% is about no effect
D1 antag – Antagonist of Human D 1 Dopamine Receptor: qHTS; AID 504652, 2011; activity change, negative = inhibition, % at 10 µM; hit rate 3.2% among 360,000; D(1A) dopamine receptor (Homo sapiens), P21728; HEK293 TREx D1 cells, calcium flux, dopamine EC80; active compounds read low; in the data active means activity change below about -30%; further: on the % scale 0 is the no-effect control and ±100 the full control effect
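Using tetracycline-induced force-coupled D1 Hek293 cells and a calcium dye, signals were followed for 180 s after compound, then for 180 s after EC80 dopamine, to detect inhibitors.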
GRP78 ERSR act – qHTS for Inducers of the Endoplasmic Reticulum Stress Response (ERSR) in Human Glioma: qHTS. U87-MG GRP78 promoter luciferase reporter, 16 h. Potency, µM, without a hit: at the top dose activation, actives largely listed as activators. hit rate 0.02% among 420,000. AID 602332, 2012; further: potency means the concentration at half of the fitted maximal effect; series mostly up to about 76 µM; % of control where 0% means no effect; nearly all actives have a fitted effect of over 35% in size
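ERSR induction read as luciferase luminescence (Bright-Glo, 10 min at room temperature) in stably transfected human U87-MG glioma cells exposed to compounds for 16 h, using GRP78 as sensor.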
D2 PAM – HTS Assay for Positive Allosteric Modulators of the Human D2 Dopamine Receptor: Primary Screen for Potentiators. hit rate 0.34% among 340,000. D(2) dopamine receptor (Homo sapiens), P14416. HEK293 T-REx D2, calcium flux, EC20 dopamine potentiation. AID 485347, 2010. potentiation, % at 10 µM;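 active means potentiation over 3 SD above the plate norm, cut at about 30% in these data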; further: 0% is about no effect
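Cells plated with tetracycline inducer and held overnight at 30 C; calcium dye loaded 30–90 min at room temperature; baseline taken, compound added and read 180 s; EC20 dopamine then added and read 180 s.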
RXFP1 antag – qHTS Assay for Antagonists of the Relaxin Receptor RXFP1; HEK293-RXFP1, relaxin-stimulated cAMP HTRF, 30 min; active compounds read low; hit rate 0.59% among 350,000; AID 1259400, 2018; activity change, negative = inhibition, % at 57.5 µM; Relaxin receptor 1 (Homo sapiens), Q9HBX9;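 active means activity change of -60% or lower, but not beyond a set lower limit; inconclusive means change between -60% and -40%, or beyond the set limit; inactive means change above -40%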; further: on the % scale 0 is the no-effect control and ±100 the full control effect
The depositor's hits bear a star; ? = inconclusive; . = not tested or not shown; & = joins results of further samples. Unless noted, the call rests on the fitted dose curve; in most records, active means well fitted curve in the direction sought with a large enough effect; inconclusive means small, poorly fitted or top-dose-only effect, or another doubt; inactive means no such curve, though single readings can be large; an effect the other way counts as inactive or inconclusive.

SMILES	D1 ag	Vif-A3G inh	RXFP1 agonist	Vif-A3F inh	D1 potentiator	D1 antag	GRP78 ERSR act	D2 PAM	RXFP1 antag
CCOC(=O)N1CCN(C(=O)c2ccc(CNS(=O)(=O)c3ccc(C)cc3)cc2)CC1	1	2%	-0.3%	-28%	0	-2	-3%	10	-6
CCCNc1ncnc2onc(C)c12	4&9	1%&-1%	9.2%&5.1%	1%&1%	3&-5	-1&4	-4%&-5%	0&5	2&-3
CCn1c(SCC(=O)Nc2ccccc2C(=O)OC)nnc1-c1ccoc1C	0	1%	3.1%	-1%	-5	3	-5%	-3	13
COc1ccc(C(=O)N2CCN(C)C(C)C2)cc1OC1CCN(C(C)=O)CC1 (stereo not given)	4	0%	-2.1%	5%	10	8	-1%	4	8
CCOC(=O)c1c(N)sc2c1CCC1C(=O)N(C3CCCCC3)C(=O)C21 (stereo not given)	11	-5%	3.4%	5%	-7	-14	-3%	.	-6
O=C(CN1CCCC1)Nc1sc2c(c1C(=O)Nc1ccccc1)CCCC2	4	1%	1.4%	-11%	2	12	4%	-2	2
CCCCc1ccc(NC(=O)COCC)cc1	2	-1%	1.6%	.	-6	14	4%	.	-11
O=c1[nH]nc(-c2ccc(F)cc2)cc1Cc1ccc(F)cc1	1	0%	-2.6%	3%	5	-1	0%	4	.
CCCCCC(=O)N/N=C/c1ccc([N+](=O)[O-])o1	-1	-13%	3.6%	?	3	-3	-1%	12	-20
COC(=O)C1CCN(c2nc3ccccc3nc2C(C#N)C(=O)OCC(C)C)CC1 (stereo not given)	5	-10%	4.2%	-9%	-10	9	-2%	.	3
O=C(Cn1c(=O)[nH]c2ccsc2c1=O)N1CCN(c2ccc(F)cc2)CC1	1	1%	0.8%	11%	-2	5	4%	0	-7
O=C(CCC(=O)c1cccs1)OCC(=O)c1ccccc1	.	-6%	.	-13%	.	.	-4%	.	-17
Cc1ccc(C(=O)Nc2nc(COc3ccccc3)cs2)s1	1	1%	0.3%	-2%	-2	-3	3%	14	-22
Cc1ccc(NC(=O)CSc2nc3ccccc3nc2N2CCOCC2)cc1	4&3	-28%&-26%	2.4%&5.1%	?	-7&-7	-6&0	2%&1%	-4&8	-3
O=C(O)CSc1nnc(-c2cccc(S(=O)(=O)N3CCCCC3)c2)o1	4	3%	3.5%	7%	-4	13	-6%	6	0
O=C(CNC(=O)c1ccccc1Br)N/N=C\c1cc([N+](=O)[O-])cc(Br)c1O	1	-1%	-4.4%	-7%	-4	-10	-5%	9	-67*
O=C(N/N=C\c1cccc(Cl)c1)c1ccc(Cn2cccn2)o1	3	-6%	2.0%	2%	0	-5	8%	-11	-9
COc1ccc(Cc2nn3c(Cn4nnc5ccccc54)nnc3s2)cc1	2	-1%	3.7%	-3%	-3	-2	-1%	1	12
O=C(NCc1ccc(F)cc1)C(=O)NCC1OCCN1S(=O)(=O)c1ccc2c(c1)OCCO2 (stereo not given)	2	-1%	-1.2%	2%	3	5	-5%	-6	-8
CNCC(O)Cn1c2c(c3ccccc31)CCCC2 (stereo not given)	13	?	-2.0%	-9%	0	4	-1%	7	-15
CCOc1ccc(C2OC(=O)Cc3cc(OC)c(OC)cc32)cc1 (stereo not given)	4	3%	-1.5%	-1%	-4	-31*	-4%	0	-1
COc1cccc(Nc2nc3cc(C)ccc3cc2C)c1	.	-13%	.	-3%	.	.	-2%	.	0
COCCN1C(=O)C(=O)/C(=C(/O)c2ccc(S(=O)(=O)N3CCOCC3)cc2)C1c1cccc(O)c1 (stereo not given)	3	0%	3.5%	5%	-9	-11	-5%	14	-1
C#CCN1C(=O)S/C(=C/C=C/c2ccc(N(C)C)cc2)C1=O	98*	?	1.5%	?	1	-1	-2%	-3	-1
O=C1OC(/C(=C\Nc2cc(Cl)ccc2O)[N+](=O)[O-])c2ccccc21 (stereo not given)	2	?	-0.2%	?	6	-1	2%	-4	-82*
O=C(NC(=S)Nc1ccccc1Br)C1CC1	.	0%	.	?	.	.	7%	.	2
CCOC(=O)N1CC(=O)Nc2ccc(Br)cc2C1c1ccccc1 (stereo not given)	4	1%	1.0%	-4%	6	8	-2%	3	-10
CC1CCc2c(c3ccccc3n2C(=O)CCl)C1 (stereo not given)	0	-9%	-4.5%	2%	7	-3	-4%	-3	-21
Cc1ccc(NC(=O)c2ccc(NC3=NC4CS(=O)(=O)CC4S3)cc2)cc1 (stereo not given)	3	-6%	-1.7%	3%	-11	-12	-2%	-5	19
CCOc1ccc(OCc2cccc(C(=O)O)c2)cc1	3	-2%	-0.4%	-3%	-3	-2	-14%	-1	14
CCN1c2ccccc2-c2nc(SCC(=O)NCc3ccc(C)cc3)ncc2S1(=O)=O	4	1%	-1.2%	-1%	-1	-11	-4%	0	-8
COC(=O)c1sccc1S(=O)(=O)N(CC(=O)Nc1ccccc1F)c1ccccc1	4	-3%	0.1%	1%	-1	-3	1%	8	.
CC(=O)c1cccc(NC(=O)c2cccc(S(=O)(=O)N(C)C)c2)c1	8	0%	-0.2%	4%	-1	-10	7%	4	2
OC(CN1CCOCC1)C12CC3CC(CC(C3)C1)C2 (stereo not given)	4	0%	-0.1%	0%	-7	-19	-1%	-5	19
Cc1ccccc1NC(=O)C1CCC(C)(C(=O)O)C1(C)C (stereo not given)	2	-6%	2.2%	0%	1	-21	3%	.	0
CCOC(=O)c1c(C)oc2ncnc(N3CCN(c4ccccc4OC)CC3)c12	0	-2%	0.5%	-16%	-4	-7	-5%	-12	-24
Cn1ccnc1SCC(=O)c1ccc(Cl)cc1	4	4%	2.4%	1%	-9	-17	7%	4	2
Cc1ccc(S(=O)(=O)Nc2ccc(O)c(Sc3ncn[nH]3)c2)cc1	1	1%	-0.1%	-10%	16	11	-3%	3	-20
Cc1nc(-c2ccc(C(=O)Nc3cc(S(N)(=O)=O)ccc3C)cc2)cs1	11	0%	2.1%	9%	-1	2	1%	13	8
CCCc1oc(C(=O)O)cc1CN1CCCC1	1	1%	-1.1%	-6%	-2	3	3%	-7	20

Sorted by number of heavy atoms (high to low): 9 of the compounds above
SMILES	D1 ag	Vif-A3G inh	RXFP1 agonist	Vif-A3F inh	D1 potentiator	D1 antag	GRP78 ERSR act	D2 PAM	RXFP1 antag
Cc1ccc(NC(=O)c2ccc(NC3=NC4CS(=O)(=O)CC4S3)cc2)cc1 (stereo not given)	3	-6%	-1.7%	3%	-11	-12	-2%	-5	19
Cc1nc(-c2ccc(C(=O)Nc3cc(S(N)(=O)=O)ccc3C)cc2)cs1	11	0%	2.1%	9%	-1	2	1%	13	8
CC(=O)c1cccc(NC(=O)c2cccc(S(=O)(=O)N(C)C)c2)c1	8	0%	-0.2%	4%	-1	-10	7%	4	2
C#CCN1C(=O)S/C(=C/C=C/c2ccc(N(C)C)cc2)C1=O	98*	?	1.5%	?	1	-1	-2%	-3	-1
COc1cccc(Nc2nc3cc(C)ccc3cc2C)c1	.	-13%	.	-3%	.	.	-2%	.	0
CCOc1ccc(OCc2cccc(C(=O)O)c2)cc1	3	-2%	-0.4%	-3%	-3	-2	-14%	-1	14
OC(CN1CCOCC1)C12CC3CC(CC(C3)C1)C2 (stereo not given)	4	0%	-0.1%	0%	-7	-19	-1%	-5	19
CC1CCc2c(c3ccccc3n2C(=O)CCl)C1 (stereo not given)	0	-9%	-4.5%	2%	7	-3	-4%	-3	-21
Cn1ccnc1SCC(=O)c1ccc(Cl)cc1	4	4%	2.4%	1%	-9	-17	7%	4	2

Additional structures
SMILES	D1 ag	Vif-A3G inh	RXFP1 agonist	Vif-A3F inh	D1 potentiator	D1 antag	GRP78 ERSR act	D2 PAM	RXFP1 antag
COc1cc(/C=C2/C(=O)NN(c3ccc(C)c(Cl)c3)C2=O)cc([N+](=O)[O-])c1O	2	-1%	2.0%	-5%	-1	-16	1%	-8	8
COC(=O)N(NC(=O)C(O)(CCC(C)C)CCC(C)C)c1ccccc1	1	-1%	1.0%	-4%	-9	-9	-4%	4	-3
O=C(Nc1ccccc1)c1cccc(N2CCCC2=O)c1	3	5%	-0.3%	-6%	-4	-16	-4%	-2	-5
CN(C(=O)CSc1nc2c(cnn2-c2ccccc2)c(=O)[nH]1)C1CCS(=O)(=O)C1 (stereo not given)	0	.	3.1%	.	0	17	.	-4	.
CN1C(=O)CSc2ccc(NC(=O)Nc3ccccn3)cc21	0	-11%	0.9%	?	3	-3	6%	-1	-11
C=C(C)Cn1c(N2CCCC2)nc2c1c(=O)n(C)c(=O)n2C	7	-10%	0.9%	6%	-3	2	-4%	7	1
Cc1ccc(/C=N/c2sc3c(c2C#N)CCC3)o1	1	-5%	0.0%	-12%	-2	7	-3%	8	-1
Cc1ccc(-c2csc(NC(=O)CSC3=NCCS3)n2)cc1	3	0%	2.5%	-7%	-3	-5	7%	10	-26
Cc1ccc(O)c(NC(=O)c2cc(C)no2)c1	2	-9%	-2.8%	-7%	-5	5	-4%	11	7
CC(Sc1nnc(-c2ccncc2)n1C)C(=O)Nc1nccs1 (stereo not given)	1	0%	0.4%	10%	-2	-3	-5%	8	-15
Cc1ccc(C)n1-c1ccc(C(=O)NN=C2CCCC2)cc1	5	-1%	0.1%	0%	-10	6	-3%	7	4
CCN1CCN(C(=O)C2(NC(=O)Nc3ccccc3Cl)CCCCC2)CC1	2	-8%	0.8%	-8%	-2	-17	-1%	-6	-9
O=C(CN1CCN(c2ccc(Cl)cc2)CC1)N1CCCC1	0	2%	2.3%	.	3	2	0%	2	-6

Some of the compounds tested (hit frequency here may not be typical).
